# Screening results from PubChem BioAssay.
# NTR1 ag: agonists of NTR1, primary screen, imaging, U2OS cells, beta-arrestin-GFP, high content (AID 493036). activation, % at 20 µM. 0.17% of 330,000 active. NTR1-U2OS beta-arrestin-GFP spot imaging, agonist mode;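 active = activation at or above 40% of the spot to cytoplasm intensity ratio, with at least 20 cells analyzed; inconclusive = wells under 20 cells, flagged as cytotoxic or low count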;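 also: 0% = DMSO without peptide and 100% = 100 nM NTR1 peptide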
# Target sequence (P30989 whole entry, looked up): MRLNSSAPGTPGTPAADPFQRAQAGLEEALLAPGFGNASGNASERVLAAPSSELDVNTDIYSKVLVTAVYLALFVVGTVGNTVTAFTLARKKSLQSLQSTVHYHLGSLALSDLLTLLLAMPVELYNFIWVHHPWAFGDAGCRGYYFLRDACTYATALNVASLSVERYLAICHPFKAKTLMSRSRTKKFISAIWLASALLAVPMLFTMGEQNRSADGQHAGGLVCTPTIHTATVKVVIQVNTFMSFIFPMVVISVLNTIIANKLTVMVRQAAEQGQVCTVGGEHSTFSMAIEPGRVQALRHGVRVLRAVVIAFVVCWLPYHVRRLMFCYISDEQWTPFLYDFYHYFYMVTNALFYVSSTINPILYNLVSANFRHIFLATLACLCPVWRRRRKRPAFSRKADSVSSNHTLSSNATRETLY
# RSV CPE inhibition: inhibition of RSV-induced cytopathic effect – HEp-2 cells, primary 10 µM value included (AID 2391). CPE inhibition, % at 10 µM, or IC50 in µM where a hit was titrated. 0.13% of 310,000 active. HEp-2 cells, RSV-induced CPE inhibition; higher % means a stronger effect; in the data active = a potency from the dose series; inconclusive = CPE inhibition mostly from about 23% at the one dose, without a potency; inactive = the rest, 99 in 100 with CPE inhibition below about 21%; also: strong numbers were not always called active
# UTI89 phage lysis: inhibition of K1F phage lysis, E. coli UTI89, bacterial capsule biogenesis inhibitors, alamar blue (AID 488966). inhibition, % at 100 µM, or IC50 in µM where a hit was titrated. E. coli UTI89 K1F phage lysis, alamar blue, 2 h; higher % means a stronger effect. 0.02% of 340,000 active;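 active = phage lysis inhibition, versus mean bacterial control, above a set limit; inconclusive = no clear call, values can overlap the other calls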;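 also: capsule biogenesis inhibitors block K1F phage lysis so surviving cells raise fluorescence; higher fluorescence means more inhibition of phage lysis; actives were called in the ten point dose series up to 300 µM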
# Dengue-2 NS5 capping: Dengue-2 NS5 methyltransferase inhibitors, primary screen, biochemical, confirmation dose response (AID 588689). Dengue-2 NS5 methyltransferase capping enzyme assay, biochemical; higher % means a stronger effect. one-dose inhibition, % at 25 µM; IC50 in µM for titrated hits. 0.3% of 340,000 active; in the data active = a potency from the dose series; inconclusive = inhibition above about 29% without an active follow-up result
# WT yeast gro inh: growth inhibition of WT yeast, mitochondrial fusion screen; 2.1% of 190,000 active; inhibition, % at 10 µM; mitochondrial fusion phenotypic screen, WT strain; AID 1362; in the data active = inhibition above about 58%; tested in S. cerevisiae
# LYP inhibition: inhibitors of LYP phosphatase, biochemical, fluorescence intensity, uHTS (AID 1779); recombinant LYP phosphatase, fluorescence intensity; higher % means a stronger effect; inhibition, % at 11.5 µM; hits with a dose series show IC50 in µM; 0.054% of 290,000 active; in the data active = inhibition above about 50%;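 also: plate controls were vehicle with enzyme for no effect and no enzyme for full effect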
# Autophagy HCS: modulators of autophagy; MEF GFP-LC3 puncta imaging; test concentration mostly 10 µM; calls only at 10 µM (by protocol); 0.98% of 190,000 active;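 active = percentage of spot-positive cells more than 3 SD above its plate mean, without a fluorescence outlier flag or 80% toxicity; inconclusive = no clear call, values can overlap the other calls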;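 also: spot-positive cell cutoff set from DMSO-treated cells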
# GPR35 arrestin U2OS: GPR35 antagonists blocking zaprinast-driven arrestin recruitment, primary screen, imaging, U2OS, beta-arrestin-GFP, zaprinast agonist (AID 2058); inhibition, % at 10 µM; hits with a dose series show IC50 in µM; 0.052% of 290,000 active; U2OS GPR35 beta-arrestin-GFP translocation imaging, zaprinast antagonism; higher % means a stronger effect;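 active = inhibition of at least 50% with at least 30 cells and total cytoplasm GFP at most 10,000,000; inconclusive = under 30 cells or total GFP of 10,000,000 plus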
# AID2073: inhibitors of Mint1-CaV2.2 protein interaction, biochemical, HTRF (AID 2073). HTRF protein-protein interaction, Mint1-CaV2.2; higher % means a stronger effect. inhibition, % at 20 µM; hits with a dose series show IC50 in µM. 0.19% of 290,000 active; in the data active = inhibition mostly above about 51%, no sharp cut-off; inconclusive = no clear call, values can overlap the other calls; inactive = mostly below about 53%; also: some results filed as inactive read as strong as hits
# WT yeast gro inh mutant strain: also measured in WT yeast gro inh; calls as there; inhibition, %; mitochondrial fusion phenotypic screen, mutant strain inhibition
# Autophagy HCS cell loss 18 h: recorded beside Autophagy HCS, whose call it bears; toxicity, %; measured here: cell loss, nuclei count;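 cell loss after 18 h compound exposure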
# NTR1 ag cell count 20 µM: also measured in NTR1 ag; calls as there; cell count; measured here: cell count, cytotoxicity flag
# Dengue-2 NS5 capping pilot replicate: further read-out of Dengue-2 NS5 capping, marked with its call; inhibition, %; measured here: pilot screen replicate inhibition
# An asterisk follows results filed as active; i = inactive; u = inconclusive; x = not tested or not shown; [ ] = remark or other dose.
SMILES,NTR1 ag,NTR1 ag cell count 20 µM,RSV CPE inhibition,UTI89 phage lysis,Dengue-2 NS5 capping,WT yeast gro inh,WT yeast gro inh mutant strain,LYP inhibition,Autophagy HCS,Autophagy HCS cell loss 18 h,GPR35 arrestin U2OS,AID2073,others
COC(=O)CSc1nnc(SCc2ccc(Cl)cc2)s1,0.5,97,0.6%,-0.1%,-6%,3,-1,-11%,i,5,5%,3%,
O=C(NCc1ccco1)c1cc(S(=O)(=O)N2CCOCC2)ccc1Cl,-1.6,97,-0.2%,0.0%,1%,0,-6,-5%,i,4,5%,9%,
Cc1ccc(C(=O)NNC2CC(=O)N(c3ccc4c(c3)OCCO4)C2=O)cc1 (centres undefined),-1.3,44,-0.2%,-0.4%,0%,-1,4,1%,i,-46,-3%,39%,
N/C(Cc1ccc(Cl)cc1Cl)=N\OC(=O)c1ccc(Br)o1,9.5,56,-2.1%,0.0%,-3%,x,x,-4%,x,x,-2%,8%,
CCCC(=O)Nc1nc2nc(-c3ccccc3)cc(-c3ccccc3)n2n1,3.1,98,0.7%,0.8%,2%,-33,-6,1%,i,6,2%,14%,
CCn1cc(C(=O)NCCC(=O)OC)c(=O)c2cc3c(cc21)OCO3,1.0,85,3.6%,0.0%,-12%,x,x,-4%,x,x,0%,4%,
CCCCCCCCNC(=O)c1cccnc1SCC(=O)Nc1ccccc1OC,8.9,60,2.8%,1.8%[50 µM],-8%,19,5,4%,i,1,7%,5%,
COc1cccc(C(c2sc3nc(C)nn3c2O)N2CCc3ccccc3C2)c1 (centres undefined),-0.9,60,0.3%,6.1%,-8%,12,6,-4%,i,-11,-9%,-4%,
CCN(CC)C(=O)c1ccc(NS(=O)(=O)c2ccc3[nH]c(=O)[nH]c3c2)cc1,-0.7,58,1.7%,-0.2%,-7%,x,x,-9%,x,x,-2%,7%,
CCCc1nc2ccccc2c(C(=O)OCC(=O)NCc2ccco2)c1CC,9.8,93,u,-0.2%,3%,7,12,-5%,i,-3,14%,3%,
CCc1n[nH]c2c1/C(=N\O)CC(c1ccccc1)C2 (centres undefined),1.2,45,7.2%,4.9%[50 µM],1%,-6,13,-9%,i,-8,-8%,-6%,
Cc1c(Cl)ccc2c(C(=O)NCCN3CCCCC3)cc(-c3ccccn3)nc12,21,52,14%,0.5%,-1%,94*,93*,0%,i,16,8%,3%,
Cc1cc(C(C)(C)C)oc1C(=O)N(CC(=O)NC1CCCC1)c1c(C)cccc1C,15,50,1.4%,0.0%,-5%,-20,0,6%,i,-4,14%,8%,
CCc1noc2c1/C(=N\O)CC(c1ccccc1)C2 (centres undefined),0.2,56,3.0%,0.3%,x,11,8,-8%,i,6,10%,-4%,
C/C(=N\NC(=S)NC(C)C)c1ccc2c(c1)OCCO2,1.5,57,8.0%,11%,-1%,44,12,-1%,i,-51,8%,-13%,
CCc1ccccc1NC(=O)c1ccc(CN2CCC(Cc3ccccc3)CC2)cc1,1.2,47,-0.1%,1.7%,-6%,23,16,-4%,i,-4,9%,0%,
O=C(NCc1ccccc1)NC1(C(=O)N2CCOCC2)CCCCC1,-1.8,110,0.9%,-1.1%,-9%,-11,5,-2%,i,-6,8%,12%,
CC(=O)c1ccc(N2C(=NC(=O)CCc3ccccc3)SC3CS(=O)(=O)CC32)cc1 (centres undefined),-0.7,71,4.2%,0.3%,-9%,x,x,-7%,x,x,18%,12%,
O=C(Nc1cccc(-c2nc3ncccc3o2)c1)c1sc2ccccc2c1Cl,20,50,3.5%,3.0%,-1%,4,-16,5%,i,2,-2%,3%,
CC(=O)c1ccc(OCC(O)CN2CCN(CCO)CC2)cc1 (centres undefined),-1.8,60,-0.7%,-5.1%,-2%,3,6,-5%,x,x,7%,-2%,
O=C(c1cc(COc2ccc(F)cc2Cl)on1)N1CCCCCCC1,1.9,60,u,0.1%,6%,x,x,-6%,x,x,0%,12%,
Cc1[nH]n(-c2cccc3ccccc23)c(=O)c1C=Nc1ccc2[nH]c(=O)[nH]c2c1,0.7,59,0.6%,-0.1%,6%,8,24,2%,i,-14,-11%,-25%,
O=C1C2C3C=CC(C3)C2C(=O)N1c1ccccc1OS(=O)(=O)c1ccccc1 (centres undefined),0.2,52,1.2%,1.1%[50 µM],-1%,-9,5,5%,i,1,-15%,-6%,
COc1ccc(OC)c(S(=O)(=O)n2c([N+](=O)[O-])cnc2C)c1,0.5,68,1.1%,0.1%,-5%,x,x,-4%,x,x,11%,7%,Dengue-2 NS5 capping pilot replicate=-6.7
CCCS(=O)(=O)Nc1ccc(-c2ccc3nnc(C)n3n2)cc1,x,x,x,x,x,4,-3,-7%,i,-37,-5%,10%,

# Not a retest: 13 of the compounds above.
SMILES,NTR1 ag,NTR1 ag cell count 20 µM,RSV CPE inhibition,UTI89 phage lysis,Dengue-2 NS5 capping,WT yeast gro inh,WT yeast gro inh mutant strain,LYP inhibition,Autophagy HCS,Autophagy HCS cell loss 18 h,GPR35 arrestin U2OS,AID2073,others
CCc1n[nH]c2c1/C(=N\O)CC(c1ccccc1)C2 (centres undefined),1.2,45,7.2%,4.9%[50 µM],1%,-6,13,-9%,i,-8,-8%,-6%,
Cc1c(Cl)ccc2c(C(=O)NCCN3CCCCC3)cc(-c3ccccn3)nc12,21,52,14%,0.5%,-1%,94*,93*,0%,i,16,8%,3%,
Cc1cc(C(C)(C)C)oc1C(=O)N(CC(=O)NC1CCCC1)c1c(C)cccc1C,15,50,1.4%,0.0%,-5%,-20,0,6%,i,-4,14%,8%,
CCc1noc2c1/C(=N\O)CC(c1ccccc1)C2 (centres undefined),0.2,56,3.0%,0.3%,x,11,8,-8%,i,6,10%,-4%,
C/C(=N\NC(=S)NC(C)C)c1ccc2c(c1)OCCO2,1.5,57,8.0%,11%,-1%,44,12,-1%,i,-51,8%,-13%,
CCc1ccccc1NC(=O)c1ccc(CN2CCC(Cc3ccccc3)CC2)cc1,1.2,47,-0.1%,1.7%,-6%,23,16,-4%,i,-4,9%,0%,
O=C(NCc1ccccc1)NC1(C(=O)N2CCOCC2)CCCCC1,-1.8,110,0.9%,-1.1%,-9%,-11,5,-2%,i,-6,8%,12%,
CC(=O)c1ccc(N2C(=NC(=O)CCc3ccccc3)SC3CS(=O)(=O)CC32)cc1 (centres undefined),-0.7,71,4.2%,0.3%,-9%,x,x,-7%,x,x,18%,12%,
O=C(Nc1cccc(-c2nc3ncccc3o2)c1)c1sc2ccccc2c1Cl,20,50,3.5%,3.0%,-1%,4,-16,5%,i,2,-2%,3%,
CC(=O)c1ccc(OCC(O)CN2CCN(CCO)CC2)cc1 (centres undefined),-1.8,60,-0.7%,-5.1%,-2%,3,6,-5%,x,x,7%,-2%,
O=C(c1cc(COc2ccc(F)cc2Cl)on1)N1CCCCCCC1,1.9,60,u,0.1%,6%,x,x,-6%,x,x,0%,12%,
Cc1[nH]n(-c2cccc3ccccc23)c(=O)c1C=Nc1ccc2[nH]c(=O)[nH]c2c1,0.7,59,0.6%,-0.1%,6%,8,24,2%,i,-14,-11%,-25%,
O=C1C2C3C=CC(C3)C2C(=O)N1c1ccccc1OS(=O)(=O)c1ccccc1 (centres undefined),0.2,52,1.2%,1.1%[50 µM],-1%,-9,5,5%,i,1,-15%,-6%,

# Next records follow:
SMILES,NTR1 ag,NTR1 ag cell count 20 µM,RSV CPE inhibition,UTI89 phage lysis,Dengue-2 NS5 capping,WT yeast gro inh,WT yeast gro inh mutant strain,LYP inhibition,Autophagy HCS,Autophagy HCS cell loss 18 h,GPR35 arrestin U2OS,AID2073,others
Cc1ccccc1C(=O)NCC(=O)NNC(=S)NC(=O)c1ccccc1C,-1.4,65,1.1%,3.3%,2%,-15,-1,-1%,i,9,15%,4%,
COC(=O)Nc1nn(Cc2ccccc2F)cc1Br,0.1,92,0.1%,7.2%,-2%,7,16,-4%,i,-2,-8%,7%,
CN(C)c1ccc(C(C(=O)NC2CCCC2)N(C(=O)c2ccco2)C2CC2)cc1 (centres undefined),-0.7,54,2.4%,1.4%,-3%,x,x,-7%,x,x,5%,-10%,
COc1ccc(OC)c(-c2nc(C(=O)NCC3CCCO3)cc3c2[nH]c2ccccc23)c1 (centres undefined),-0.3,80,x,5.9%,-8%,x,x,4%,x,x,-3%,24%,
Cc1c(N(C)S(=O)(=O)c2cccc(C(=O)NCC3CCCO3)c2)c(=O)n(-c2ccccc2)n1C (centres undefined),-1.0,56,-0.6%,0.6%[50 µM],1%,x,x,x,x,x,x,x,
CNC(=O)CSc1nc(SC)ns1,2.2,60,0.7%,0.1%,-9%,9,-18,3%,i,5,0%,2%,
CCNc1cc(O)ccc1C,0.0,71,1.7%,-0.9%,u,x,x,x,x,x,x,x,
CCOc1ccc(-c2cnc(NCc3cccc4ccccc34)n2CCOC)cc1,6.3,46,16%,1.1%,0%,x,x,-2%,x,x,-7%,0%,
O=C(COc1ccc(Cl)cc1)Nc1ccc(Cc2ccncc2)cc1,-0.1,47,2.6%,4.2%,-4%,51,37,-2%,i,26,14%,1%,
O=C(CN1CCN(Cc2ccc(Cl)cc2)CC1)N1CCc2ccccc21,2.9,47,3.0%,0.2%,-2%,x,x,-6%,x,x,-1%,0%,
C=CCSc1ncc(C(=O)OCC)c(N)n1,0.4,31,0.3%,-3.0%,-2%,-2,5,-5%,i,-4,-4%,5%,
COc1cc(C(=O)NCC2(c3ccccc3)CCCC2)ccc1OC(C)C,8.9,93,3.5%,-0.2%,-4%,x,x,-5%,x,x,-9%,6%,
O=c1cc(-c2cccc(F)c2)[nH]c2ccccc12,3.1,37,3.5%,-0.7%,-6%,-12,2,-2%,i,49,-6%,-3%,
Cc1csc(CNC(=O)C2CCC(=O)N(CCCc3ccccc3)C2)n1 (centres undefined),0.4,57,0.5%,0.0%,2%,x,x,-6%,x,x,3%,2%,
COCCCNc1nc2c([nH]1)c(=O)[nH]c(=O)n2C,-1.0,56,0.7%,3.0%,-6%,4,-4,-4%,i,0,4%,-4%,

# 2 successive entries from above, quoted:
SMILES,NTR1 ag,NTR1 ag cell count 20 µM,RSV CPE inhibition,UTI89 phage lysis,Dengue-2 NS5 capping,WT yeast gro inh,WT yeast gro inh mutant strain,LYP inhibition,Autophagy HCS,Autophagy HCS cell loss 18 h,GPR35 arrestin U2OS,AID2073,others
Cc1csc(CNC(=O)C2CCC(=O)N(CCCc3ccccc3)C2)n1 (centres undefined),0.4,57,0.5%,0.0%,2%,x,x,-6%,x,x,3%,2%,
COCCCNc1nc2c([nH]1)c(=O)[nH]c(=O)n2C,-1.0,56,0.7%,3.0%,-6%,4,-4,-4%,i,0,4%,-4%,
